MEKK2 mut-MEK5: signal of MEK5 binding to mutant human MEKK2 PB1 domain; bead flow cytometry, Alexa488-MEK5 binding to MEKK2 mutant; percent response, % at 10 µM; 0.35% of 290,000 active; AID 1530; in the data active = percent response above about 24%, passing the limit was not always enough; also: inactives centre near 1; some results filed as inactive read as strong as hits; reference of the scale not given here
p-CIP stab down: lowers stability of the mouse p/CIP coactivator protein; 0.01% of 290,000 active; decrease of EGFP signal, % at 10 µM; AID 1984; F442A p/CIP-EGFP cells, EGFP fluorescence, 16 h; Q05BA5;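 active = EGFP signal decrease of at least 30% at 10 µM or well 3 SD below plate mean, unless failing retest; inactive = the rest, including hits failing retest or dose response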; also: some compounds called inactive have numbers as strong as hits; many of its hits are not listed in these tables
Target sequence (Q05BA5 1-1403): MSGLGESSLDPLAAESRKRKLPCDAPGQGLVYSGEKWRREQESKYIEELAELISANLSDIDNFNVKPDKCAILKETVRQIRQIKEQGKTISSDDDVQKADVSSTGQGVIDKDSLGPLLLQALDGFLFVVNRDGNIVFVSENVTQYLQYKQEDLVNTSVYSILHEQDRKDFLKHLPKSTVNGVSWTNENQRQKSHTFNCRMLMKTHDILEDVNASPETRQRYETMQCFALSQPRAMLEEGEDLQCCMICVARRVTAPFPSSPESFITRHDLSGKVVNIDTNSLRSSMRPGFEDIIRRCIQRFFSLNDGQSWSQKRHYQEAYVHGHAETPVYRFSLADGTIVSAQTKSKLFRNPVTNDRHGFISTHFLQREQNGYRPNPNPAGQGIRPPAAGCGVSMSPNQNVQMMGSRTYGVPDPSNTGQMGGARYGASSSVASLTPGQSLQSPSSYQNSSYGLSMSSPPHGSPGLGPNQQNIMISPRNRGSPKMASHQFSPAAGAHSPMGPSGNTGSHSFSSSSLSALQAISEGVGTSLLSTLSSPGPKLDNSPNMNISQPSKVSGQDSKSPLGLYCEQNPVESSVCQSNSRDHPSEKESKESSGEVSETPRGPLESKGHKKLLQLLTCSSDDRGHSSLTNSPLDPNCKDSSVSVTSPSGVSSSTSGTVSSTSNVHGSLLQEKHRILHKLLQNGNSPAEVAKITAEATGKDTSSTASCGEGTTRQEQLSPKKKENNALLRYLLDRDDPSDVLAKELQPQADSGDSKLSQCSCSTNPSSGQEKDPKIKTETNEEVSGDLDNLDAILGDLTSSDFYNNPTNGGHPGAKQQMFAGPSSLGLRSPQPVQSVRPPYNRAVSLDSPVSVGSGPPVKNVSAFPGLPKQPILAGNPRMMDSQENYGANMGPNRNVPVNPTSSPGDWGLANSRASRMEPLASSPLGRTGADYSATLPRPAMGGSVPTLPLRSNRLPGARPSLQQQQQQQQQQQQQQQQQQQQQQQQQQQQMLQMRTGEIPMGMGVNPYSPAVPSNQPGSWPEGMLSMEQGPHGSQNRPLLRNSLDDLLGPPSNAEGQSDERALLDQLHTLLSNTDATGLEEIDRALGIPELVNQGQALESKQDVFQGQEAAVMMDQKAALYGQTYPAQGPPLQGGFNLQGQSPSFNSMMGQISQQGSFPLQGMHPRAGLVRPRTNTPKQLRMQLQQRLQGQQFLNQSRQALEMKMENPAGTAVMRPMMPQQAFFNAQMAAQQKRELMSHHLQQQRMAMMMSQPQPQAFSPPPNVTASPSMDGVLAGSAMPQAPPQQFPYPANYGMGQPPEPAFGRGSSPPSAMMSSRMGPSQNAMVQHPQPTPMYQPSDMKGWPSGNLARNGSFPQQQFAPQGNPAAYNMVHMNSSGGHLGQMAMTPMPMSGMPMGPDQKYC
MEKK2wt PB1 HTS: raises or lowers MEK5 binding to wildtype human MEKK2 PB1 domain; Q9Y2U5; bead flow cytometry, Alexa488-MEK5 binding to MEKK2 WT; actives lie on both sides; binding response (% of control), % at 10 µM; 1.1% of 290,000 active; AID 1531; in the data active = binding response below about 67% or above about 130%
PfM18AAP inh: PfM18AAP enzyme inhibition | inhibition, % at 7.35 µM | AID 1822 | recombinant PfM18AAP, H-Glu-NHMec fluorogenic cleavage | 1.2% of 290,000 active;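 active = inhibition above the campaign mean inhibition over all tested compounds plus 3 SD, cut at about 28% in these data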;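 also: 0% = plate median of test compound wells and 100% = 2 mM ZnCl2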
IDE cell activ: boosts human insulin-degrading enzyme activity in HEK cells; activation, % at 5.96 µM; FAbeta-B cleavage, fluorescence polarization; 0% vehicle, 100% cell-free pure enzyme wells; 0.073% of 340,000 active; P14735;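 active = activation above the mean of all tested compounds plus 3 SD, set per screening campaign, cut at about 17% in these data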
SUMO HTRF inh: SUMOylation inhibition | inhibition, % at 35 µM | P63279 | HTRF SUMOylation assay, SAE1/SAE2 + UBC9, in vitro | 0.36% of 290,000 active; in the data active = inhibition above about 50%, passing the limit was not always enough; also: strong numbers were not always called active
MEKK3 PB1 HTS: modulators (inhibitors or enhancers) of MEK5 binding to human MEKK3 PB1 domain; 1.4% of 290,000 active; binding response (% of control), % at 10 µM; Q99759; bead-based flow cytometry, Alexa488-MEK5 binding to MEKK3; actives lie on both sides; 0 = blocked by unlabeled MEK5, 100 = vehicle;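 active = binding response more than 3 SD above or below the average of its plate-row segment, actives on both sides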;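 also: Alexa488 bead fluorescence after subtracting the streptavidin-only scavenger bead signal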
IDE cell inh: cellular human IDE inhibition. P14735. HEK cells, FAbetaB cleavage, fluorescence polarization. inhibition, % at 5.59 µM. 0.41% of 320,000 active. AID 434962;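 active = percent inhibition above the average of all tested compounds plus 3 SD, set per screening campaign, cut at about 16% in these data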;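 also: IDE supplied by intact live HEK cells; FP after avidin binding of uncleaved biotin substrate so inhibition keeps polarization high; 0% = DMSO wells and 100% = 60 µM reference IDE inhibitor Ii1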
NALP1 inh: inhibitors of NALP1 inflammasome in yeast; 0.61% of 280,000 active; inhibition, % at 10 µM; S. cerevisiae NALP1/ASC/caspase-1 growth, X-gal OD620, 72 h; AID 2071; in the data active = inhibition mostly above about 24%, no sharp cut-off; inactive = mostly below about 32%; also: some compounds called inactive have numbers as strong as hits
The depositor's hits bear a star; . = no result given; & = joins results of further samples. Some of the compounds tested (hit frequency here may not be typical).

Sequence of screens: MEKK2 mut-MEK5	p-CIP stab down	MEKK2wt PB1 HTS	PfM18AAP inh	IDE cell activ	SUMO HTRF inh	MEKK3 PB1 HTS	IDE cell inh	NALP1 inh
#1 O=C(NCc1cccs1)C(Cc1ccccc1)n1cccc1 (stereo not drawn)
  5	-2	104	-3	1	-1	98	4	.
#2 CS(=O)(=O)N(CC(=O)NCCC1=CCCCC1)c1cccc([N+](=O)[O-])c1
  -2	-3	96	2	2	1	97	8	-3
#3 CC(C)(C)c1ccc(C(=O)NCCN2CCCC2)cc1
  -8	-13	91	2	3	4	93	0	-2
#4 CCN1CCN(CCC(=O)Nc2cc(OC)cc(OC)c2)CC1
  15	-3	113	-2	1	14	107	4	-2
#5 O=C(CN(C(=O)c1ccc(Cl)cc1)N1C(=O)C2C3C=CC(C3)C2C1=O)c1cccs1 (stereo not drawn)
  0	-18	99	1	0	13	101	0	10
#6 CCNC(=O)C(=O)NCC1OCCCN1S(=O)(=O)c1ccc(F)cc1C (stereo not drawn)
  -3	-3	90	-21	8	7	88	-2	11
#7 O=C(NCCCN1CCC(Cc2ccccc2)CC1)C1CCC(=O)N1C1CCCC1 (stereo not drawn)
  -3	-5	115	-4	-1	16	95	-2	0
#8 COc1cccc(NC(=O)c2cc(=O)c3ccccc3o2)c1
  -6	-8	101	-4	7	7	98	4	28
#9 C/C(N)=C(/C#N)C(=O)COC(=O)c1cc(-c2ccc(Br)cc2)nc2ccccc12
  29	-12	127	-5	-1&-2	8	111	-5	28
#10 Cc1ccc(N2CC(C(=O)Nc3nnc(SCC(=O)N4CCOCC4)s3)CC2=O)cc1 (stereo not drawn)
  6	-8	101	2	-1	6	100	1	0
#11 Cc1ccc(NC(=O)C(c2ccccc2)N(C)C)cc1Cl (stereo not drawn)
  -3	2	99	4	5	-14	96	2	8
#12 CCOC(=O)C1Nc2c(F)cc(C)cc2C2c3ccccc3CC12 (stereo not drawn)
  2	.	100	.	-1	.	101	10	.
#13 O=C1OCc2cc(NC(=O)C34CC5CC(CC(C5)C3)C4)ccc21
  4	-2	109	16	7	1	114	0	-2
#14 COc1ccc(C(NC(=O)c2ccc(-c3ccccc3)cc2)c2ccccc2)cc1 (stereo not drawn)
  .	-17	.	3	7	14	.	1	1
#15 CCCOc1ccc(S(=O)(=O)NCCCN2CCOCC2)c2ccccc12
  0	-10	101	-1	-4	-2	99	-1	-3
#16 Cc1nc2sc(C(N)=O)c(N)c2c2c1CCCC2
  -2	-15	101	-1	9	20	98	7	2
#17 Cc1cc([N+](=O)[O-])nn1CC(=O)Nc1ccccn1
  2	-1	105	4	-2	11	104	-3	8
#18 Cc1cc(C)n(C(=O)CNC(=O)C2COc3ccccc3O2)n1 (stereo not drawn)
  2	4	99	2	6	-5	99	0	3
#19 COc1ccc(/C=N/Nc2nnc(Cc3ccccc3)c(=O)[nH]2)cc1
  4	-3	100	-3	6	5	101	0	-12
#20 COC(C/C=C\[C@H](O)[C@@H](C)OCc1ccccc1)OC
  -4	.	96	.	-2	.	102	5	.
#21 CN(c1cccc(NC(=O)c2ccc(Cl)c(S(=O)(=O)Nc3ccccc3)c2)c1)S(C)(=O)=O
  6	2	103	-11	4	-2	103	-2	.
#22 Cc1cc(C)nc(Nc2n[nH]c(C)n2)n1
  -4	-4	92	23	3	10	95	1	-1
#23 COc1ccc(NC(=O)CCSc2cc(C)c3ccccc3n2)cc1
  6	3	100	-5	1	-9	98	3	5
#24 CCOc1ccc(N/C(N)=N/c2nc(C)c(C)c(=O)[nH]2)cc1
  1	-5	99	-1	3	15	96	-4	16
#25 O=C(N[C@@H](Cc1ccccc1)C(=O)N1CCC2(CC1)NCCc1[nH]cnc12)c1cccc(Br)c1
  0	1	106	5	3	.	101	7	-16
#26 COc1ccccc1NC(=O)NCCN1CCN(c2cccc(Cl)c2)CC1
  1	9	107	1	-4	-24	104	3	23
#27 Cn1ncc2c(O/N=C(\N)c3ccc(C(C)(C)C)cc3)ncnc21
  10	-9	105	7	4	-12	107	-5	.
#28 Cn1c(=O)[nH]c(=O)c2c1nc(N(CCO)Cc1ccccc1)n2Cc1ccccc1Cl
  -3	-8	98	-7	4	4	97	1	-4
#29 CCOc1ccc(NC(=S)N(CC)Cc2ccccc2)cc1
  0	7	102	4	.	4	98	2	9
#30 COc1ccc(OCC2CNC(=O)O2)cc1 (stereo not drawn)
  -6	-5	96	0	4	-7	101	10	8
#31 COc1ccc(-c2nnc(-c3ccc(F)cc3)o2)cc1
  0	0	100	-13	-1	33	99	-3	-1
#32 O=c1cc(-c2ccc(O)c(O)c2)oc2cc(O)c(C3OC(CO)C(O)C(O)C3O)c(O)c12 (stereo not drawn)
  -6	-13	94	68*	1	32	98	-5	-16
#33 COc1ccccc1CCNC(=O)c1ccoc1C
  4	1	101	-13	-4	-17	103	-4	16
#34 O=C(OCc1cccc([N+](=O)[O-])c1)c1cccnc1Cl
  -2	-5	104	-2	2	-1	102	-1	22
#35 CN(C(=O)c1cc(COc2ccc(F)c(F)c2)on1)C1CCOC1 (stereo not drawn)
  0	-8	100	1	4	-1	97	2	30
#36 Cc1ccoc1C(=O)N1CCCC(CCC(=O)N2CCN(c3ccccn3)CC2)C1 (stereo not drawn)
  0	5	104	6	-4	-6	99	6	-2
#37 CC(C)[C@@H](NC(=O)C1CCC(CNC(=O)[C@H](Cc2ccccc2)NC(=O)OC(C)(C)C)CC1)C(=O)O (stereo partly drawn)
  1	-7	100	4	2	9	100	.	-15
#38 O=Cc1nc(-c2ccc(Cl)cc2)n2ccccc12
  6	2	95	-5	0	-2	98	-1	41
#39 Fc1cccc(-c2cc3nc4c(c(NCc5ccco5)n3n2)CCCC4)c1
  8	2	117	4	-2	10	106	7	11
#40 CCOC(=O)C(CC)Sc1ncnc2c1nnn2-c1ccc(F)cc1 (stereo not drawn)
  -10	1	94	-6	5	12	97	2	3
#41 CCOc1ccc(C(C(=O)NC2CCCC2)N(Cc2ccccc2)C(=O)c2nsc(Cl)c2Cl)cc1 (stereo not drawn)
  -12	-8	87	9	3	4	86	4	36
#42 CCOC(=O)c1c(NC(=O)c2cc(-c3ccc(O)cc3)on2)sc(C(C)=O)c1C
  -6	1	89	2	7	12	105	2	42
#43 Cc1ccc(-c2nnc(C)c(N3CCCC3)n2)cc1
  -1	0	97	-1	-5	16	101	1	-10
#44 CC1CCN(C(=O)CN2C(=O)C(C)(C)Oc3ccc(C(=O)NC4CCCC4)cc32)CC1
  1	0	101	1	0	-9	101	0	36
#45 COc1ccc(NC(=O)c2ccc3nc[nH]c3c2)cc1
  6	-10	99	-8	0	22	99	2	19
#46 O=C(O)CCCNS(=O)(=O)/C=C/c1ccccc1
  3	-1	100	-8	3	9	103	1	24
#47 CSCCC1NC(=O)NC1=O (stereo not drawn)
  6	2	105	.	.	-27	106	-1	16
#48 CCOC(=O)c1c(C)nc2sc(C(=O)Nc3ccc(OC)cc3)c(N)c2c1-c1ccc(OC)cc1
  11	-3	98	0	7	14	103	3	-3
#49 CC(=O)C(C(C)=O)C(NC(=O)c1cccnc1)(C(F)(F)F)C(F)(F)F
  13	-9	102	-8	5	14	100	-3	12
#50 CCC(=O)OC1CC(C)N(C(=O)c2ccccc2)c2ccc(C)cc21 (stereo not drawn)
  6	-4	107	1	3	-6	103	-1	-57
#51 CC(C)Oc1ccc2c3c(c(=O)oc2c1)CCC3
  1	-3	99	-6	-1	10	104	13	-2
#52 CCCCc1c(O)nc(SC2CC(=O)N(c3ccc(C(=O)OCC)cc3)C2=O)[nH]c1=O (stereo not drawn)
  4	-6	103	7	9	11	104	1	0
#53 N#Cc1ccccc1OCC(=O)Nc1c(C(=O)C2CC2)oc2ccccc12
  4	-6	102	-6	8	4	103	-4	2
#54 Cc1cccc(Oc2ccc(Cl)cc2N)c1
  -1	3	101	-4	8	-2	116	0	19
#55 COc1ccc(C2=NO[C@@H]3[C@@H]4C[C@@H]([C@H]5C(=O)N(C)C(=O)[C@@H]45)[C@H]23)cc1
  2	-12	107	1	4	-5	153*	-2	34
#56 Cn1c(=O)n(CC(=O)OCc2ccccc2)c(=O)c2c1nc1n2CCCN1C1CCCCC1
  17	.	105	-10	4	.	106	3	.
#57 COc1ccc(CCNC(=O)C(Sc2ccccn2)c2ccccc2)cc1OC (stereo not drawn)
  -10	0	93	5	1	19	100	2	29
#58 O=C(c1ccccc1)N1CCN(CC#Cc2ccccc2)CC1
  19	3	110	-1	-2	26	112	0	26
#59 O=C(O)c1ccc(N2C(=O)/C(=C/C=C/c3ccccc3)SC2=S)cc1
  -1	-14	95	17	2	2	95	-1	0
#60 CCc1ccc(/C=C2/C(=O)N(CC)C(=S)N2C)s1
  2	1	96	0	2	-17	104	-2	30

Looked up by structure from above, 2 records:
Sequence of screens: MEKK2 mut-MEK5	p-CIP stab down	MEKK2wt PB1 HTS	PfM18AAP inh	IDE cell activ	SUMO HTRF inh	MEKK3 PB1 HTS	IDE cell inh	NALP1 inh
#7 O=C(NCCCN1CCC(Cc2ccccc2)CC1)C1CCC(=O)N1C1CCCC1 (stereo not drawn)
  -3	-5	115	-4	-1	16	95	-2	0
#17 Cc1cc([N+](=O)[O-])nn1CC(=O)Nc1ccccn1
  2	-1	105	4	-2	11	104	-3	8

Structural class, the compounds so far with an NH in an aromatic ring.
Sequence of screens: MEKK2 mut-MEK5	p-CIP stab down	MEKK2wt PB1 HTS	PfM18AAP inh	IDE cell activ	SUMO HTRF inh	MEKK3 PB1 HTS	IDE cell inh	NALP1 inh
#19 COc1ccc(/C=N/Nc2nnc(Cc3ccccc3)c(=O)[nH]2)cc1
  4	-3	100	-3	6	5	101	0	-12
#22 Cc1cc(C)nc(Nc2n[nH]c(C)n2)n1
  -4	-4	92	23	3	10	95	1	-1
#24 CCOc1ccc(N/C(N)=N/c2nc(C)c(C)c(=O)[nH]2)cc1
  1	-5	99	-1	3	15	96	-4	16
#25 O=C(N[C@@H](Cc1ccccc1)C(=O)N1CCC2(CC1)NCCc1[nH]cnc12)c1cccc(Br)c1
  0	1	106	5	3	.	101	7	-16
#28 Cn1c(=O)[nH]c(=O)c2c1nc(N(CCO)Cc1ccccc1)n2Cc1ccccc1Cl
  -3	-8	98	-7	4	4	97	1	-4
#45 COc1ccc(NC(=O)c2ccc3nc[nH]c3c2)cc1
  6	-10	99	-8	0	22	99	2	19
#52 CCCCc1c(O)nc(SC2CC(=O)N(c3ccc(C(=O)OCC)cc3)C2=O)[nH]c1=O (stereo not drawn)
  4	-6	103	7	9	11	104	1	0
